TRPC6 activator: mouse TRPC6 channel activation; Q61143; HEK293-TRPC6 membrane potential dye fluorescence; active compounds read high; B-score at 10 µM; 0.13% of 310,000 active; AID 2550;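 active = B-score of the integrated fluorescence ratio above library mean plus 3 SD, and starting fluorescence ratio within library mean plus 5 SD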;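 note: higher score means more depolarization so channel activation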
Target sequence (Q61143 whole entry, looked up): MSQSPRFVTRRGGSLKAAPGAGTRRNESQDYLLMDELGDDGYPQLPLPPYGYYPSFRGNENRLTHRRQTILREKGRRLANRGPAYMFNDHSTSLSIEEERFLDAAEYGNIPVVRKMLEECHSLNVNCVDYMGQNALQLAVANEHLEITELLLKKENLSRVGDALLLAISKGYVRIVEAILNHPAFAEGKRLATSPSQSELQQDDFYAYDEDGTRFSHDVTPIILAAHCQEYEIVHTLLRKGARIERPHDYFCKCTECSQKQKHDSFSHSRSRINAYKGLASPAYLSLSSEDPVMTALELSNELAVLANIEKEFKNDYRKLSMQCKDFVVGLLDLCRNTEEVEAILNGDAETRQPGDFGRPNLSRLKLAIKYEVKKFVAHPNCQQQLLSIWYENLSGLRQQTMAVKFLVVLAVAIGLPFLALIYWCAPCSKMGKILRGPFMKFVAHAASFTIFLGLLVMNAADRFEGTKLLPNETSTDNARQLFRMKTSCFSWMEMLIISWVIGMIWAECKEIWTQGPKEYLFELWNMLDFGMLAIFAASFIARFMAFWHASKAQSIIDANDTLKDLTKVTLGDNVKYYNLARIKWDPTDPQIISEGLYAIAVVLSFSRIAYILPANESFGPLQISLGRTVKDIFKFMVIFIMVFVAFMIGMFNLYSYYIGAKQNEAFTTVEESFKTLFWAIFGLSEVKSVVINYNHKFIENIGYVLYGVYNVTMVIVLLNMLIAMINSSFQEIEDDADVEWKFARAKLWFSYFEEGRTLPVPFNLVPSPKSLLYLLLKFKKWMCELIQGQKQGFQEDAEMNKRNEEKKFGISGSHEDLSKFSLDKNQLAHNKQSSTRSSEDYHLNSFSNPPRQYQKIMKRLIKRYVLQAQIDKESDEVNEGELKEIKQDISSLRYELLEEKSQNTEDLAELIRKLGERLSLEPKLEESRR
TRPC6 inh: mouse TRPC6 channel inhibition; Q61143; HEK293-TRPC6, membrane potential dye, ACh-evoked depolarization; active compounds read low; AID 2553; 1.1% of 310,000 active; B-score at 10 µM;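 active = B-score under library mean minus 3 SD, initial fluorescence not abnormally high, positive integrated signal ratio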;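 note: B-score derived from integrated fluorescence ratio over the kinetic read; more negative B-score means stronger inhibition of depolarization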
KLF5 inhibitor: kruppel-like factor 5 inhibition; 0.23% of 290,000 active; inhibition, % at 5 µM; DLD-1 KLF5 promoter-luciferase reporter, luminescence; AID 1700;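 active = inhibition above a per-plate limit of that plate's mean compound inhibition plus 3 SD, cut at about 60% in these data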;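 note: 0% = DMSO wells and 100% = LY294002 at 200 µM; higher means less KLF5 promoter-driven luciferase light; inactives centre near -14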
aSyn UTR inh: 5' untranslated region of α-synuclein, MLPCN primary screen. inhibition, % (tested at 7.5 µM). alpha-synuclein 5'UTR reporter, inhibitor activity. 0.82% of 300,000 active; in the data active = inhibition above about 60%; inconclusive = no clear call, values can overlap the other calls;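 note: H4 neuroglioblastoma cells stably carrying SNCA 5'UTR luciferase fusion; 0% = DMSO wells and 100% = positive control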
TRPC4 potent: allosterically enhances the mouse TRPC4 cation channel. AID 2227. HEK293 TRPC4beta/mu-opioid, DAMGO EC20, Fluo-4 Ca2+ flux; active compounds read high. B-score at 10 µM. 0.42% of 310,000 active;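 active = B-score of calcium response area above 5 SD of library B-scores, with initial fluorescence ratio within 5 SD of library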;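 note: B-score of integrated fluorescence ratio over time as area under calcium response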
SKKanGAS inh: inhibitors of SKKanGAS S. pyogenes growth in kanamycin (SK-promoter or general growth effect); BacTiter-Glo, 6 h; inhibition, % at 7.5 µM; 1.3% of 300,000 active;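 active = mean replicate score, as percent of positive control median, at least 50; inconclusive = mean below 50 but one replicate at or above 50; inactive = mean and every replicate below 50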;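 note: strain carries kanamycin resistance gene driven by streptokinase promoter and grows in 40 µg/ml kanamycin; loss of luminescence reflects streptokinase promoter inhibition or plain growth inhibition; 0% = median of DMSO wells and 100% = positive control at its reference dose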
TRPC4 inh: inhibitors of mouse TRPC4 channel; Q9QUQ5; HEK293 TRPC4beta/mu-opioid, DAMGO-evoked Fluo4 calcium flux; active compounds read low; B-score at 10 µM; 0.39% of 300,000 active; AID 2247;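 active = B-score over 3 SD under the library average, no early fluorescence shift, positive overall ratio signal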
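System: stable TRPC4beta/mu-opioid receptor HEK293 cells; Dosing: single-point compound dosing; Measured by: Fluo4 Ca2+ flux fluorescence; Read-out basis: per-well B score of integrated baseline-normalized Fluo4 ratio.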
HIF activator: HIF pathway transcriptional activation | U2OS HRE-luciferase reporter, luminescence; normalized: DMSO 0%, desferrioxamine 100% | activation, % at 7.5 µM (by protocol) | 0.32% of 300,000 active | AID 1910;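 active = mean activation of at least 10% of the iron chelator positive control signal, with at least half of replicates also reaching 10%; inconclusive = mean and replicate majority disagree about reaching 10%; inactive = mean and most replicates under 10%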
MrgX1 antagonist: antagonists of human MrgX1 receptor; MRGX1-HEK293 calcium flux, Fluo-4, BAM8-22 antagonism; active compounds read low; 1.3% of 310,000 active; Q96LB2; B-score at 10 µM;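 active = calcium-response B-score plate-corrected more than 3 library SD below zero, starting fluorescence within 5 deviations, no agonist response on first addition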;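 note: peak minus trough fluorescence over baseline after final BAM8-22 challenge near maximal dose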
IEC-6 tox: counter-screen for KLF5 inhibitors: cytotoxicity in IEC-6 cells | IEC-6 cytotoxicity, luminescence viability | inhibition, % at 5 µM | 0.78% of 290,000 active; in the data active = inhibition above about 22%;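 note: 0% = plate median of test compound wells and 100% = cytotoxic reference compound wells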
TRPC4 agonist: TRPC4 (mouse) channel activation; Q9QUQ5; HEK293 TRPC4beta/mu-opioid, Fluo4 calcium fluorescence; active compounds read high; 0.49% of 310,000 active; B-score at 10 µM;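 active = B-score above 5 SD of library B-scores, and initial fluorescence ratio not above library mean plus 5 SD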;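 note: positive B-score marks a calcium rise read as TRPC4 activation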
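Material: TRPC4beta and mu-opioid receptor HEK293 stable cells | Incubation: 45 min room-temperature Fluo4 loading, 110 s read | Detection: Kinetic Fluo4 calcium fluorescence | Measure: Integrated baseline-normalised fluorescence ratio, converted to per-well B score | Benchmarks: Low control buffer alone, high control maximal DAMGO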
* marks the source's active call; other numbers are inactive results; i = inactive; ? = inconclusive; nt = no result given.

SMILES	TRPC6 activator	TRPC6 inh	KLF5 inhibitor	aSyn UTR inh	TRPC4 potent	SKKanGAS inh	TRPC4 inh	HIF activator	MrgX1 antagonist	IEC-6 tox	TRPC4 agonist
CN(C)S(=O)(=O)c1cc(NC(=O)COC(=O)Cc2ccc(Br)cc2)ccc1Cl	i	i	1.4	-18.3	i	-7.4	i	-0.8	i	-3.9	i
CCOC(=O)C(N)CSC1CC(=O)N(c2ccc(OC)cc2)C1=O (stereo unspecified)	i	i	2.0	17.0	i	-1.6	i	-1.0	i	-2.8	i
CCO[C@@H]1OC(C(=O)Nc2ccccc2)=C[C@H](c2ccc3c(c2)OCO3)[C@H]1CCCO	i	i	-3.5	8.0	i	9.1	i	0.8	i	3.4	i
O=C(CSc1nnc(-c2ccccc2)n1-c1ccccc1)c1ccc[nH]1	i	i	8.1	14.9	i	3.7	i	0.3	i	4.1	i
CC1CCN(S(=O)(=O)c2ccc(C(=O)Nc3nnc(-c4ccco4)o3)cc2)CC1	i	i	26.1	?	i	?	i	-0.3	i	5.7	i
COc1ccc(N(CC(=O)NCc2ccc3c(c2)OCO3)S(=O)(=O)c2c(C)nn(C)c2C)cc1	i	i	-24.3	-4.5	i	-6.5	i	-0.1	i	-1.7	i
Cc1cc(C)n2nc(C(=O)Nc3ccc(S(=O)(=O)N(C)C)cc3)nc2n1	i	-5.98*	-15.9	12.2	i	-16.0	i	-0.1	i	3.2	i
CCN(CC(=O)Nc1cc(OC)ccc1OC)Cc1nc2ccccc2c(=O)[nH]1	i	i	-3.9	35.0	i	-3.4	i	0.2	i	-6.8	i
O=C(N/N=C\c1ccccc1F)c1ccc(-c2ccccc2)cc1	i	i	-61.2	nt	i	nt	i	nt	i	2.9	i
CCn1cnc2c1c(=O)n(CC(=O)N1CCc3ccccc31)c(=O)n2Cc1ccccc1	i	i	-18.1	24.7	i	0.5	i	-0.5	i	-2.3	i
CC1(C)CC(=O)C2=C(C1)NC(=O)CC2c1cc2c(cc1Br)OCO2 (stereo unspecified)	i	i	7.8	4.0	i	-2.0	i	0.0	i	-3.9	i
Cc1nn(CCO)c2ncc(C(=O)c3cc(F)ccc3O)cc12	i	i	10.2	9.3	i	2.6	i	0.0	i	6.9	i
O=C(NN=C1CCCC1)c1ccc([N+](=O)[O-])cc1	i	i	1.6	1.9	i	2.2	i	-1.4	i	-8.8	i
Cc1cc(NC(=O)CSc2ccc3ccccc3c2)no1	i	i	10.4	16.4	i	19.9	i	0.0	i	-3.2	i
NC(=O)N[C@@H](Cc1c[nH]c2ccccc12)C(=O)OCC(=O)N1CCCCC1	i	i	11.9	-17.5	i	-2.6	i	0.1	i	0.5	i
O=C(NCc1nc2ccccc2[nH]1)C1=C[C@@H](c2ccccc2)C[C@@H](OCCCCO)O1	i	i	14.0	15.2	i	-1.7	i	1.1	i	12.3	i
O=C(NCc1ccco1)C(c1ccncc1)N(C(=O)Cn1nnc2ccccc21)c1ccccc1 (stereo unspecified)	i	i	-14.1	-4.1	i	-1.6	i	0.4	i	-2.8	i
CC(C)(C)OC(=O)N1CCNc2ccccc2C1	i	i	-20.0	7.7	i	2.3	i	0.8	i	4.7	i
O=C(NC1CC1)C1CCN(C2CCN(C(=O)CCOc3ccccc3)CC2)CC1	30.2*	i	1.3	-1.0	i	6.4	i	-0.2	i	2.7	i
OCC1CCCN1C(=S)Nc1ccccc1 (stereo unspecified)	i	i	-1.9	-19.7	i	0.3	i	-0.2	i	6.9	i
CC(=O)n1c(-c2ccccc2)c(CO)c2ccccc21	i	i	-14.1	13.0	i	-3.3	i	-0.1	i	3.8	i
COc1cc(OC)cc(C(=O)OCn2nnc3ccccc3c2=O)c1	i	i	-16.1	6.2	i	-0.7	i	-0.2	i	-1.5	i
CC(C)CCOP(=O)(c1ccc(N(C)C)cc1)C(O)c1c(Cl)cccc1Cl (stereo unspecified)	i	i	-35.2	13.0	i	0.5	i	-0.9	i	-11.7	i
Cc1c(C2C(C#N)=C(N)OC3=C2C(=O)CCC3)cnn1C (stereo unspecified)	i	i	-11.6	10.0	i	-1.1	i	nt	i	0.9	i
Cc1ccc(C(C)NC(=O)C2CCCC2)cc1C (stereo unspecified)	i	i	9.9	18.4	i	-3.2	i	0.1	i	-5.4	i

Ordered by molar mass (low to high): part of the list above.
SMILES	TRPC6 activator	TRPC6 inh	KLF5 inhibitor	aSyn UTR inh	TRPC4 potent	SKKanGAS inh	TRPC4 inh	HIF activator	MrgX1 antagonist	IEC-6 tox	TRPC4 agonist
Cc1ccc(C(C)NC(=O)C2CCCC2)cc1C (stereo unspecified)	i	i	9.9	18.4	i	-3.2	i	0.1	i	-5.4	i
CCOC(=O)C(N)CSC1CC(=O)N(c2ccc(OC)cc2)C1=O (stereo unspecified)	i	i	2.0	17.0	i	-1.6	i	-1.0	i	-2.8	i
NC(=O)N[C@@H](Cc1c[nH]c2ccccc12)C(=O)OCC(=O)N1CCCCC1	i	i	11.9	-17.5	i	-2.6	i	0.1	i	0.5	i
CC1CCN(S(=O)(=O)c2ccc(C(=O)Nc3nnc(-c4ccco4)o3)cc2)CC1	i	i	26.1	?	i	?	i	-0.3	i	5.7	i
O=C(NCc1nc2ccccc2[nH]1)C1=C[C@@H](c2ccccc2)C[C@@H](OCCCCO)O1	i	i	14.0	15.2	i	-1.7	i	1.1	i	12.3	i
CCO[C@@H]1OC(C(=O)Nc2ccccc2)=C[C@H](c2ccc3c(c2)OCO3)[C@H]1CCCO	i	i	-3.5	8.0	i	9.1	i	0.8	i	3.4	i

(list continues)
SMILES	TRPC6 activator	TRPC6 inh	KLF5 inhibitor	aSyn UTR inh	TRPC4 potent	SKKanGAS inh	TRPC4 inh	HIF activator	MrgX1 antagonist	IEC-6 tox	TRPC4 agonist
COc1ccc(N2C(=O)CSC2c2cccs2)cc1 (stereo unspecified)	i	i	-13.8	3.5	i	5.1	i	0.1	i	-3.1	i
O=C(O)CCN1C(=O)C2C3CC(C2C1=O)C1C(c2ccccc2)c2sc(=O)[nH]c2SC31 (stereo unspecified)	i	i	-19.7	9.2	i	-0.4	i	-0.2	i	4.7	i
COC(=O)c1ccc(NC(=O)COc2ccc3c(c2)OCO3)cc1	i	i	-10.6	4.4	i	-12.0	i	0.8	i	-1.9	i
Cc1ccc(/C=N/n2c(-c3cccnc3)n[nH]c2=S)s1	i	i	-12.6	8.1	i	-2.0	i	-36.0	i	2.5	i
CCOC(=O)C(C#N)C(c1cccnc1)c1c(C)[nH][nH]c1=O (stereo unspecified)	i	i	-11.0	6.3	i	2.9	i	-0.7	i	6.2	i
O=C(NC12CC3CC(CC(C3)C1)C2)c1ccccc1O	i	i	-32.2	-0.8	i	2.2	i	-0.8	i	-4.9	i
O=C(COc1ccccc1)N1CCN(c2ncccn2)CC1	i	i	15.2	-14.1	i	-30.1	i	-0.6	i	4.1	i
Cc1ccccc1CSc1nnc(NC(=O)C2COc3ccccc3O2)s1 (stereo unspecified)	i	i	7.8	-8.4	i	18.1	nt	-0.4	i	1.6	i
COc1ccc(CCN(C)C(=O)CN2C(=O)NC3(CCCCC3C)C2=O)cc1OC (stereo unspecified)	i	i	nt	18.1	i	-4.2	i	0.3	i	nt	i
CC1(C)COC(c2cccc(C3=NC(C)(C)CO3)n2)=N1	i	i	3.5	-9.7	i	4.4	i	1.3	i	-6.1	i
O=S(=O)(Nc1ccc2c(c1)nc1n2CCN(Cc2ccccc2)C1)c1ccc(F)cc1	i	i	-21.6	-15.3	i	8.3	i	0.0	i	-1.0	i
COc1ccc(CN2CCSCC2)cc1C	i	i	-26.2	-8.4	i	0.3	i	-0.3	i	-6.1	i
CC(C)(C)C(=O)Nc1cc(NC(=O)C(C)(C)C)cc(C(=O)Nc2c[nH]c(=O)[nH]c2=O)c1	i	i	nt	-10.3	i	1.8	i	0.2	i	nt	i
COc1cc(/C=C/C(=O)N2CCN(Cc3ccccc3)CC2)cc(OC)c1OC	i	i	-12.9	3.2	i	-2.5	i	-0.4	i	6.5	i
COC(=O)c1ccc(C[n+]2ccccc2)cc1	i	i	-28.8	2.6	i	3.9	i	0.5	i	0.8	i
CCOCCCNC(=O)c1cc(-c2ccc(Br)s2)nc2ccccc12	i	i	0.5	-8.4	i	12.3	i	0.4	i	10.0	i
CCOC(=O)CN(C(=O)CSc1nnc2c(n1)[nH]c1ccc(OC)cc12)c1ccc(F)cc1	i	i	18.5	16.0	i	14.5	i	-0.1	i	-5.2	i
CC(=O)Nc1ccc(N2C(=O)CC(Sc3nccc(C)n3)C2=O)cc1 (stereo unspecified)	i	i	-30.0	19.4	i	0.9	i	0.6	i	1.1	i
O=C(NCCN1CCOCC1)c1ccc2c(c1)N(Cc1ccc(Cl)cc1)C(=O)CS2	i	i	-21.7	2.7	i	0.1	i	0.0	i	3.4	i
N/C(=N\OC(=O)CCC1CCCC1)c1ccc(Br)cc1	i	i	-39.2	-18.0	i	-6.5	i	0.7	i	-1.2	i
COc1ccc(-c2c(C(F)(F)F)oc3cc(OCC(=O)Nc4ccccc4C(F)(F)F)ccc3c2=O)cc1OC	i	i	-23.5	43.0	i	6.9	i	-0.3	i	-0.8	i
CCN(CCCNS(=O)(=O)c1ccc2c(c1)CCN2C(C)=O)c1cccc(C)c1	i	i	-15.9	6.8	i	-9.9	i	-0.5	i	7.1	i
COc1ccc(-c2noc3c2-c2nc(-c4ccccc4F)sc2CC3)cc1	i	i	-1.7	-22.2	i	1.1	i	-0.3	i	6.4	i
O=C(CN1C(=O)NC2(CCCC2)C1=O)Nc1nc(-c2ccc(F)cc2)cs1	i	i	-15.1	-9.6	i	-1.6	i	-0.7	i	7.4	i
COCCCNC(=O)Cn1cc(C(C)=O)c2ccccc21	i	i	19.0	-33.8	i	1.5	i	-0.2	i	-0.3	i
CCOC(=O)c1ccc(Oc2cn[nH]c2-c2ccc(OCC(=O)NN)cc2O)cc1	i	i	7.6	-0.3	i	99.2*	i	0.6	i	3.8	i
O=C(CSc1ccc2nnc(-c3ccccn3)n2n1)NCC1CCCO1 (stereo unspecified)	i	i	-11.6	12.1	i	-3.8	i	-0.1	i	-1.5	i
COc1ccc(NC(=O)NC(C(F)(F)F)C(F)(F)F)cc1	i	i	-32.4	17.2	i	-54.5	i	-0.5	i	-5.2	i

An unsorted share of the library (roughly 5.8% active in at least one column).
